Bioassay records: PubChem, several laboratories
Scp1 inh = Scp-1 (human) phosphatase inhibition. Q9GZU7. Recombinant Scp1, phosphopeptide, malachite green phosphate absorbance. inhibition, % at 20 µM. 340,000 tested, 0.88% active;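 active = inhibition above about 50% at 20 µM, limit read from the data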;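 note: plate controls were DMSO wells with enzyme for no effect and wells lacking enzyme for full effect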
Target sequence (Q9GZU7 76-261 limits assumed): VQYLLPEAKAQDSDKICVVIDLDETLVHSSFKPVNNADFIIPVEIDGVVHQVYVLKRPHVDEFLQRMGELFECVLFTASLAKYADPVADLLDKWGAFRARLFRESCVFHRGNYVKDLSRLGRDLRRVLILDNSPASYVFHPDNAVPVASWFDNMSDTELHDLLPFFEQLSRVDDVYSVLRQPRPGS
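assay system = SCP-1 phosphatase catalytic domain, residues 76-261 | buffer or medium = 50 mM Tris acetate pH 5.5, 0.005% Tween-20, 10 mM MgCl2 | incubation = enzyme reaction 45 min at room temperature, colour 5 min, stabilisation 30 min | signal = Phosphate-binding colour reagent, absorbance read at 630 nm | measure = % inhibition at 20 µM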
SUMO1-SIM PPI = modulators of human SUMO1-mediated protein-protein interactions; P63165; SUMO1 binding to a labelled peptide, TR-FRET, 1 h; inhibition, % at 20 µM; 360,000 tested, 0.33% active; AID 602429; in the data active = inhibition above about 37%
Target sequence (P63165 whole entry, looked up): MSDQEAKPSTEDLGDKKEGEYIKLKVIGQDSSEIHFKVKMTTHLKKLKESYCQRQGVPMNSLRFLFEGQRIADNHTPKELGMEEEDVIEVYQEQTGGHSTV
Rpn11 inh = blocks the human proteasome subunit Rpn11; O00487; human 26S proteasome, Ub4-pepOG fluorescence polarization; 20S core pre-blocked with epoxomicin; calls only at 20 µM; 360,000 tested, 0.59% active; AID 588493;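 active = inhibition at 20 µM, scaled to each plate's controls, above about 33%, limit read from the data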
CSN inh = blocks human CSN-mediated cullin deneddylation; 360,000 tested, 0.38% active; inhibition, % at 12.5 µM; Purified CSN, SCF-Nedd8-OG deneddylation, fluorescence polarization; AID 651999; Q92905;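 active = pattern-corrected inhibition above about 35%, with an unprinted fluorescence ratio check between 0.5 and 1.5, limit read from the data, passing the limit was not always enough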;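 note: 0% = enzyme with substrate and 100% = substrate without enzyme; some results filed as inactive read as strong as hits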
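Assay system: purified human Csn5 enzyme expressed in HEK293T cells; measure: % inhibition; also added: SCFSkp2-Nedd8OG substrate at 10 nM final; technique: fluorescence polarization; times: reaction 90 min, room temperature; medium: Tris buffer pH 7.5, NaCl, DTT, Tween-20, trehalose, ovalbumin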
DNMT1 block = blocks human DNA methyltransferase DNMT1 | P26358 | DNMT1 molecular beacon, Hinp1I cleavage, fluorescence | inhibition (reported as % activation of signal), % at 10 µM | 360,000 tested, 0.83% active | AID 588458; in the data active = inhibition above about 50%
Tb MetRS inh = blocks T. brucei methionyl-tRNA synthetase activity | purified T. brucei MetRS, ATP depletion, Kinase-Glo luminescence | inhibition, % at 11.9 µM | 360,000 tested, 0.4% active | AID 624268;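 active = inhibition above a per-plate cutoff of the control wells' mean inhibition plus 3 SD, cut at about 5.5% in these data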;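 note: 0% = DMSO wells median and 100% = median of wells with control inhibitor compound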
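Material – parasite MetRS enzyme · Medium – HEPES-MgCl2-KCl buffer plus DTT, spermine, BSA, pyrophosphatase · Reagent – ATP, methionine and E. coli bulk tRNA substrates · Times – 15 min enzyme-compound preincubation, 2 h reaction, 10 min detection, 25 °C · Measured by – luminescence of leftover ATP · Evaluation – percent inhibition relative to median high and low control wells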
LMPTP block = LMPTP (human) inhibition. P24666. recombinant LMPTP-A, OMFP fluorogenic substrate, fluorescence intensity. inhibition, % at 20 µM. 360,000 tested, 0.22% active;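 active = compounds that cut the enzyme signal by at least half of the control window in the single-dose screen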;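 note: plate controls were DMSO wells with enzyme plus substrate for no effect and substrate without enzyme for full effect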
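Test system: LMPTP-A phosphatase enzyme. Amount: LMPTP-A at 0.625 nM final in the reaction. Reagent: OMFP substrate, 400 µM final. Times: 50 min at room temperature. Signal: endpoint fluorescence intensity from OMFP dephosphorylation. Read-out basis: % inhibition. Benchmarks: no-enzyme and uninhibited controls.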
STEP inh = STEP (human) phosphatase inhibition; recombinant STEP, OMFP fluorogenic substrate, fluorescence; inhibition, % at 20 µM; 360,000 tested, 0.25% active;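 active = inhibition at 20 µM, scaled per plate between control wells, above about 37%, limit read from the data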;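 note: 0% = DMSO with enzyme and substrate and 100% = substrate only without enzyme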
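Measure: Control-normalized % inhibition with plate pattern correction | Test system: STEP phosphatase, cell-free reaction | Medium: pH 6.0 Bis-Tris with DTT and Tween 20 | Technique: Fluorescence, 480/540 nm | Times: Reaction 20 min, ambient temperature | Doses: Single compound dose of 20 µM, 1% DMSO final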
NadD inh = inhibitors of Staphylococcus aureus NadD; purified NadD enzyme, colorimetric absorbance read-out; inhibition, % at 20 µM; 360,000 tested, 0.78% active; AID 602399; in the data active = inhibition above about 26%; note: some compounds past the cut are filed as inactive
MLLE-PAM2 inh = blocks PAM2 peptide binding to the PABP1 MLLE domain; P11940; GST-MLLE / FITC-PAM2 fluorescence polarization; inhibition, % at 20 µM; 360,000 tested, 0.36% active; AID 588489; in the data active = inhibition above about 35%, passing the limit was not always enough;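 note: plate controls were DMSO wells with GST-MLLE for no effect and wells lacking GST-MLLE protein for full effect; some results filed as inactive read as strong as hits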
Target sequence (P11940 whole entry, looked up, the tested form may be a part): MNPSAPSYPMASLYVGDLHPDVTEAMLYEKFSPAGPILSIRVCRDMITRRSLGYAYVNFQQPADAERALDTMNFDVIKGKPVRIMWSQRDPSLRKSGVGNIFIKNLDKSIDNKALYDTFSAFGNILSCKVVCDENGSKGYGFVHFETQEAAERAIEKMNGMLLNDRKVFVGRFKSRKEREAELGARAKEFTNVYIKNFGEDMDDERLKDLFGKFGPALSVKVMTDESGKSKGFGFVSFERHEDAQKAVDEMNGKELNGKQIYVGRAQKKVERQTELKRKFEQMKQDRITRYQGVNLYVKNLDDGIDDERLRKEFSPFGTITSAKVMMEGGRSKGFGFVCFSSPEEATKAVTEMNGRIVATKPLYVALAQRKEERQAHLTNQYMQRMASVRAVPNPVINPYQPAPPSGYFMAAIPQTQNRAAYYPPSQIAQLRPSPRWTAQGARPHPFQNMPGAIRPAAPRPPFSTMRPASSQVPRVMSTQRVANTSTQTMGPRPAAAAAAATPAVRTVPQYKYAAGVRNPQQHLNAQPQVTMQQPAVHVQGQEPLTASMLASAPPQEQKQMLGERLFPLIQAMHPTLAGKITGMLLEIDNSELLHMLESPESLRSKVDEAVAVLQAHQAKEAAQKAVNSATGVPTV
An asterisk follows results filed as active. An unsorted share of the library; about 3.6% have a hit in one of these screens.

For CN(C(=O)c1cnc(N2CCN(c3ncccn3)CC2)c2ccccc12)c1ccc(Cl)cc1 the results were Scp1 inh 0, SUMO1-SIM PPI -5, Rpn11 inh inactive, CSN inh 1, DNMT1 block -8, Tb MetRS inh 0.0, LMPTP block 2.3, STEP inh 1, NadD inh 0 and MLLE-PAM2 inh -2.
For O=C(NCC(c1ccco1)N1CCCCC1)C(c1ccccc1)c1ccccc1 (stereo not given) the results were Scp1 inh -1, SUMO1-SIM PPI -1, Rpn11 inh inactive, CSN inh -5, DNMT1 block 1, Tb MetRS inh -0.5, LMPTP block 0.3, STEP inh -4, NadD inh -4 and MLLE-PAM2 inh 7.
Screening NC(=O)CSc1nccn1Cc1ccc(Cl)cc1 returned Scp1 inh -12, SUMO1-SIM PPI 1, Rpn11 inh inactive, CSN inh 14, DNMT1 block 0, Tb MetRS inh 0.1, LMPTP block -1.2, STEP inh 0, NadD inh 0 and MLLE-PAM2 inh -13.
For Cn1c(N)c(C(=O)CSc2nc(N)cc(=O)[nH]2)c(=O)n(C)c1=O the results were Scp1 inh -8, SUMO1-SIM PPI 10, Rpn11 inh inactive, CSN inh -3, DNMT1 block -4, Tb MetRS inh -0.2, LMPTP block 1.4, STEP inh 2, NadD inh 1 and MLLE-PAM2 inh -3.
For Cc1cc(C)c(NC2=NS(=O)(=O)c3ccccc32)c(C)c1 the results were Scp1 inh -8, SUMO1-SIM PPI 0, Rpn11 inh inactive, CSN inh -1, DNMT1 block -1, Tb MetRS inh -0.1, LMPTP block -0.5, STEP inh -3, NadD inh -7 and MLLE-PAM2 inh -6.
Screening COc1ccc(OCC(=O)N2CCN(c3nnc(-c4ccccc4)c4ccccc34)CC2)cc1 returned Scp1 inh 9, SUMO1-SIM PPI -14, Rpn11 inh inactive, CSN inh 1, DNMT1 block 0, Tb MetRS inh -0.3, LMPTP block 0.0, STEP inh -2, NadD inh 9 and MLLE-PAM2 inh -24.
Screening CC(C)C(Cl)=NOC(=O)Nc1ccc(F)cc1 returned Scp1 inh 2, SUMO1-SIM PPI -2, Rpn11 inh inactive, CSN inh -7, DNMT1 block -2, Tb MetRS inh -0.3, LMPTP block -0.5, STEP inh -1, NadD inh 1 and MLLE-PAM2 inh 6.
COC(=O)Cc1ccc(NC(=O)c2ccc3c(c2)C(=O)N(CC2CCCO2)C3=O)cc1 (stereo not given) was read as Scp1 inh -9, SUMO1-SIM PPI -25, Rpn11 inh inactive, CSN inh 2, DNMT1 block 0, Tb MetRS inh -0.2, LMPTP block -0.6, STEP inh -2, NadD inh -7 and MLLE-PAM2 inh 2.
Screening COc1ccc(S(=O)(=O)N(CC(=O)N2CCN(C)CC2)C2CCCCC2)cc1OC returned Scp1 inh -7, SUMO1-SIM PPI -4, Rpn11 inh inactive, CSN inh -4, DNMT1 block 2, Tb MetRS inh 0.0, LMPTP block -2.4, STEP inh 2, NadD inh 4 and MLLE-PAM2 inh -5.
For CCc1nc(CNC(=O)C2CCC(=O)N(CCc3cccc(F)c3)C2)no1 (stereo not given) the results were Scp1 inh 6, SUMO1-SIM PPI 3, Rpn11 inh inactive, CSN inh 1, DNMT1 block 2, Tb MetRS inh -0.5, LMPTP block -1.2, STEP inh -6, NadD inh -5 and MLLE-PAM2 inh -10.
`CN(C(=O)COC(=O)CSc1ccc([N+](=O)[O-])cc1)c1ccccc1` gave Scp1 inh -2, SUMO1-SIM PPI -39, Rpn11 inh inactive, CSN inh 0, DNMT1 block 1, Tb MetRS inh 0.1, LMPTP block 1.3, STEP inh 1, NadD inh -3 and MLLE-PAM2 inh 23.
Screening Cc1nn(-c2ccccc2)c(C)c1/C=N/NC(=O)c1cc(C23CC4CC(CC(C4)C2)C3)[nH]n1 returned Scp1 inh -4, SUMO1-SIM PPI -1, Rpn11 inh inactive, CSN inh -5, DNMT1 block -10, Tb MetRS inh -1.2, LMPTP block 2.0, STEP inh -6, NadD inh 20 and MLLE-PAM2 inh -4.
COc1ccc(CCNC(=O)CN2C(=O)NC(Cc3c[nH]c4ccccc34)C2=O)cc1 (stereo not given) was read as Scp1 inh -12, SUMO1-SIM PPI 1, Rpn11 inh inactive, CSN inh 0, DNMT1 block -4, Tb MetRS inh 0.2, LMPTP block 0.8, STEP inh 1, NadD inh 3 and MLLE-PAM2 inh -14.
Cc1cc(C)c(C(=O)N2CCCC(CNS(=O)(=O)c3cccs3)C2)o1 (stereo not given) was read as Scp1 inh -6, SUMO1-SIM PPI 0, Rpn11 inh inactive, CSN inh 3, DNMT1 block 2, Tb MetRS inh -0.6, LMPTP block 0.3, STEP inh 0, NadD inh -5 and MLLE-PAM2 inh 0.
O=C(O)C1C2OC(C(Br)C2Br)C1C(=O)O (stereo not given) was read as Scp1 inh -12, SUMO1-SIM PPI 2, Rpn11 inh inactive, CSN inh 1, DNMT1 block 3, Tb MetRS inh -0.2, LMPTP block -0.9, STEP inh -2, NadD inh -1 and MLLE-PAM2 inh 6.
Cc1ccc(C)c(OCCCCCn2ccnc2)c1 was read as Scp1 inh -4, SUMO1-SIM PPI 2, Rpn11 inh inactive, CSN inh -2, DNMT1 block 1, Tb MetRS inh -0.8, LMPTP block -2.1, STEP inh -1, NadD inh -2 and MLLE-PAM2 inh -9.
For N#Cc1ccc(C(=O)N2CCN(C(=O)C3CCCO3)CC2)cc1 (stereo not given) the results were Scp1 inh -3, SUMO1-SIM PPI -2, Rpn11 inh inactive, CSN inh 0, DNMT1 block 3, Tb MetRS inh -0.6, LMPTP block -1.8, STEP inh 1, NadD inh 8 and MLLE-PAM2 inh 6.
N#CCSc1nnc(Cc2cccc3ccccc23)n1C1CCCCC1 was read as Scp1 inh 5, SUMO1-SIM PPI 1, Rpn11 inh inactive, CSN inh -4, DNMT1 block -6, Tb MetRS inh -0.4, LMPTP block 1.3, STEP inh 1, NadD inh 6 and MLLE-PAM2 inh -18.
CCn1c(=NC(=O)c2cccc(N3C(=O)CCC3=O)c2)sc2c(C)ccc(OC)c21 was read as Scp1 inh -7, SUMO1-SIM PPI -15, Rpn11 inh inactive, CSN inh 0, DNMT1 block -3, Tb MetRS inh -0.6, LMPTP block 3.3, STEP inh 1, NadD inh -9 and MLLE-PAM2 inh -6.
`Cc1ccsc1CN(C)CC(=O)NCC(=O)Nc1ccc(F)c(F)c1F` gave Scp1 inh -2, SUMO1-SIM PPI 2, CSN inh -4, DNMT1 block 0, Tb MetRS inh 0.1, LMPTP block -1.4, STEP inh 0, NadD inh 2 and MLLE-PAM2 inh -5.
`COc1ccc(NC(=O)N(C)C[C@H]2Oc3ccc(NS(=O)(=O)c4ccc(F)cc4)cc3C(=O)N([C@H](C)CO)C[C@@H]2C)cc1` gave Scp1 inh -11, SUMO1-SIM PPI 1, Rpn11 inh inactive, CSN inh -4, DNMT1 block 0, Tb MetRS inh 0.0, LMPTP block -0.7, STEP inh 1, NadD inh 1 and MLLE-PAM2 inh 6.
COc1ccc(OC)c(C2C(C(=O)c3ccc(C)o3)=C(O)C(=O)N2c2cc(C)on2)c1 (stereo not given) was read as Scp1 inh -3, SUMO1-SIM PPI -4, Rpn11 inh inactive, CSN inh 1, DNMT1 block 0, Tb MetRS inh 0.2, LMPTP block -0.1, STEP inh 4, NadD inh 0 and MLLE-PAM2 inh 7.
For Cc1c(C)n(Cc2ccccc2)c2ncnc(NCCN(C)C)c12 the results were Scp1 inh -8, SUMO1-SIM PPI -4, Rpn11 inh inactive, CSN inh -3, DNMT1 block 2, Tb MetRS inh -0.8, LMPTP block -0.2, STEP inh 1, NadD inh -10 and MLLE-PAM2 inh -4.
For CCc1nc2ccccc2c(C(=O)OCC(=O)C(C)(C)C)c1C the results were Scp1 inh -5, SUMO1-SIM PPI -1, Rpn11 inh inactive, CSN inh -6, DNMT1 block -2, Tb MetRS inh -0.1, LMPTP block 0.9, STEP inh 1, NadD inh -5 and MLLE-PAM2 inh 3.
For O=C(NCCn1cc(SCc2ccc(F)cc2)c2ccccc21)c1ccccc1F the results were Scp1 inh -19, SUMO1-SIM PPI 2, Rpn11 inh inactive, CSN inh -4, DNMT1 block -11, Tb MetRS inh -0.5, LMPTP block 3.8, STEP inh -3, NadD inh -1 and MLLE-PAM2 inh -1.
Screening Cc1cc(C)c2[nH]c(=O)c(CN(CC3CCCO3)C(=O)C3CCCO3)cc2c1 (stereo not given) returned Scp1 inh 6, SUMO1-SIM PPI 0, Rpn11 inh inactive, CSN inh -6, DNMT1 block 0, Tb MetRS inh 0.5, LMPTP block -1.5, STEP inh -1, NadD inh -6 and MLLE-PAM2 inh 10.
`COc1ccc(CCNC2CC(=O)N(N(C)C)C2=O)cc1OC` (stereo not given) gave Scp1 inh 1, SUMO1-SIM PPI 2, Rpn11 inh inactive, CSN inh -2, DNMT1 block -1, Tb MetRS inh -0.6, LMPTP block 0.8, STEP inh 6, NadD inh -1 and MLLE-PAM2 inh -6.
For O=S(=O)(c1ccccc1)N1CCN(C(c2ccccc2)c2ccc(OC(F)(F)F)cc2)CC1 (stereo not given) the results were Scp1 inh -4, SUMO1-SIM PPI -5, Rpn11 inh inactive, CSN inh 2, DNMT1 block 0, Tb MetRS inh 0.0, LMPTP block 0.8, STEP inh 2, NadD inh -5 and MLLE-PAM2 inh 6.

Of the compounds above, three have a Cl atom:
For CN(C(=O)c1cnc(N2CCN(c3ncccn3)CC2)c2ccccc12)c1ccc(Cl)cc1 the results were Scp1 inh 0, SUMO1-SIM PPI -5, Rpn11 inh inactive, CSN inh 1, DNMT1 block -8, Tb MetRS inh 0.0, LMPTP block 2.3, STEP inh 1, NadD inh 0 and MLLE-PAM2 inh -2.
Screening NC(=O)CSc1nccn1Cc1ccc(Cl)cc1 returned Scp1 inh -12, SUMO1-SIM PPI 1, Rpn11 inh inactive, CSN inh 14, DNMT1 block 0, Tb MetRS inh 0.1, LMPTP block -1.2, STEP inh 0, NadD inh 0 and MLLE-PAM2 inh -13.
Screening CC(C)C(Cl)=NOC(=O)Nc1ccc(F)cc1 returned Scp1 inh 2, SUMO1-SIM PPI -2, Rpn11 inh inactive, CSN inh -7, DNMT1 block -2, Tb MetRS inh -0.3, LMPTP block -0.5, STEP inh -1, NadD inh 1 and MLLE-PAM2 inh 6.
